PTHR1 ag: PTHR1 (human) receptor agonism; Q03431; HEK293 GP2 PTHR1 cells, GloSensor cAMP luminescence, 1 h; Potency, µM (series often up to 115 µM), for the others: at the highest dose activation, usual class: activators; 410,000 compounds, 0.075% hits; AID 743266; further: potency means the concentration at half of the fitted maximal effect; nearly all actives have a fitted effect of over 55% in size; some results filed as inactive show a strong effect at the top dose; inactives centre near -15; many of its hits are not listed in these tables
Target sequence (Q03431 whole entry, looked up): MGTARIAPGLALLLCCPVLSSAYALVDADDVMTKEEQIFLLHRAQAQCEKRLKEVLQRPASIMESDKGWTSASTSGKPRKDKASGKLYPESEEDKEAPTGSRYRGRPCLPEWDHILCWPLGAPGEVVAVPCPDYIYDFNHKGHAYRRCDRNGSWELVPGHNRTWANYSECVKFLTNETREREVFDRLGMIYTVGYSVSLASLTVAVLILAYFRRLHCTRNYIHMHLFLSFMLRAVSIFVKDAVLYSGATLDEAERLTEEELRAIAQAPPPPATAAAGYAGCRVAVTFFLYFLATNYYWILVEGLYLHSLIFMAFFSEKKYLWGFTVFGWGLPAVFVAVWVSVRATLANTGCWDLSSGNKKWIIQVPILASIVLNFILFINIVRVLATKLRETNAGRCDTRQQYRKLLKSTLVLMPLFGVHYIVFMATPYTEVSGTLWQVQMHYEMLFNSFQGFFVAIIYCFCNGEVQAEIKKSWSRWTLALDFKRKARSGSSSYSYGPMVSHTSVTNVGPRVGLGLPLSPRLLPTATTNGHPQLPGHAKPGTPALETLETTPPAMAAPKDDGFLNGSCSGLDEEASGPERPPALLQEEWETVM
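HEK-293-derived GP2 cells expressing PTHR1 and a GloSensor cAMP reporter, 3,000/well, plated overnight, given luciferin plus IBMX (each 0.5 mM as added) for 1 h at 37 °C, then compound for 1 h at 37 °C. Luminescence was read after 15 min at room temperature.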
Akt phos inh: Akt phosphorylation inhibition; AID 651550; 360,000 compounds, 0.32% hits; activity change, % for hits at 50 µM; Neuro2A IGF-stimulated pAkt S473 HTRF, 20 min; stronger effect = lower value; in the data active means activity change below about -80%; inconclusive means mostly about -51% to -80%; further: on the % scale 0 is the no-effect control and ±100 the full control effect
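Neuro2A cells in DMEM with 0.5% FBS, overnight at 37 deg C, given compound at single 50 µM final, then IGF (6 nM final) for 20 min at 37 deg C. Lysed; phospho-Akt Ser473 by HTRF after 24 h, 665/615 ratio.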
D3 antag: D3 dopamine receptor (human) antagonism | P35462 | D3R cells, DiscoveRx beta-arrestin luminescence, antagonist mode; stronger effect = lower value | max response, negative = inhibition, % | 360,000 compounds, 2.5% hits; in the data active means max response below about -50%; inconclusive means no clear call, values can overlap the other calls; further: on the % scale 0 is the no-effect control and ±100 the full control effect; mostly tested at two doses, the higher about 12 µM
Target sequence (P35462 whole entry, looked up): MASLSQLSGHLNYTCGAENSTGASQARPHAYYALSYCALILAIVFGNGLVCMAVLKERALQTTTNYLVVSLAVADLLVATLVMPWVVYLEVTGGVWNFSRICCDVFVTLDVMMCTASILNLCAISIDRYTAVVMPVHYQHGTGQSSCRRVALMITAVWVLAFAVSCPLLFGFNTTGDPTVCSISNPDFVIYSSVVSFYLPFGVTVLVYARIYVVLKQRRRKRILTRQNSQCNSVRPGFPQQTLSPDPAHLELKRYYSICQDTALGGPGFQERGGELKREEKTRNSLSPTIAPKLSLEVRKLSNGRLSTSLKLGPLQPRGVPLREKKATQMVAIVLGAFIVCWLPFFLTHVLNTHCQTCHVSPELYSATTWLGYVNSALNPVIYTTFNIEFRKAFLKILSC
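Cells expressing the human receptor were seeded at 1500 cells/well, incubated overnight at 37 degrees C in 5% CO2, then exposed to library compounds with dopamine controls for 90 minutes at 37 degrees C before luminescent detection.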
Mm-Cpn inhibitor: M. maripaludis TRiC chaperonin inhibition; AID 504842; purified Mm-Cpn ATPase, ADP Transcreener TR-FRET; Potency, µM (series often up to 76.9 µM), for inactives: top-dose activity, negative = inhibition, hits mostly inhibitors; 330,000 compounds, 0.031% hits; further: potency means the concentration at half of the fitted maximal effect; on the % scale 0 is the no-effect control and ±100 the full control effect; nearly all actives have a fitted effect of over 80% in size
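ATP (10 uM final) was added to archaeal chaperonin (25 nM final) after 10 min exposure to test compound at 37°C; after 30 min further incubation, ADP was detected by competitive TR-FRET.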
EPAC2 agonist: agonists of human EPAC2 (RAPGEF4). Potency, µM (series often up to 154 µM), for inactives: at the highest dose activation, usual class: activators. EPAC2 activation, biochemical qHTS; response scale: 100% = 6.5 mM cAMP response. 360,000 compounds, 0.079% hits. Q8WZA2. AID 720711; further: potency means the concentration at half of the fitted maximal effect; nearly all actives have a fitted effect of over 50% in size
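qHTS, titration series. 100 nM EPAC2 / 250 nM Rap1B-BODIPY-GDP / 50 uM GDP; RT; ex 480/em 540 nm, 5-min reads to 30 min. Norm. to 6.5 mM cAMP = activation.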
EPAC2 antag: blocks human EPAC2 exchange factor; Q8WZA2; AID 720708; 360,000 compounds, 0.18% hits; EPAC2 GEF exchange of Rap1B-BODIPY-GDP, fluorescence; Potency, µM (series often up to 114 µM), for inactives: at the top dose activity, negative = inhibition, usual class: inhibitors; further: potency means the concentration at half of the fitted maximal effect; on the % scale 0 is the no-effect control and ±100 the full control effect; nearly all actives have a fitted effect of over 45% in size; many of its hits are not listed in these tables
DRD3 agonist: agonists of human D3 dopamine receptor. D3R DiscoveRx beta-arrestin cells, luminescence, 90 min. P35462. max activation, %. 410,000 compounds, 0.58% hits; in the data active means max activation above about 30%; further: 0% is about no effect; mostly tested at two doses, the higher about 12 µM
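Cells at 1500/well, incubated overnight, then treated with pinned compounds (dopamine as control) for 90 min at 37 degrees C. DiscoveRx reagent added for 30 - 60 minutes at room temperature; luminescence read.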
CCT modulator: cytosolic chaperonin activity modulation. activity change, % (concentration not given with the values), hits read low. purified chaperonin ATPase assay, HTRF ADP detection, 30 min. 360,000 compounds, 0.3% hits. AID 651819; in the data active means activity change below about -30%; further: on the % scale 0 is the no-effect control and ±100 the full control effect
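Nucleotide hydrolysis assay: TRiC at 20–40 nM final (set by batch activity) with 10 uM ATP, 30 min at 37 °C, in presence of 76 uM compound. Detection by competitive ADP HTRF, 30 min ambient.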
* marks the source's active call; other numbers are inactive results; & = joins results of further samples; [ ] = remark or other dose. Unless noted, the call rests on the fitted dose curve; in most records, active means well fitted curve in the direction sought with a large enough effect; inconclusive means small, poorly fitted or top-dose-only effect, or another doubt; inactive means no such curve, though single readings can be large; an effect the other way counts as inactive or inconclusive. A portion of the library; count on the stated rates, not on these rows.

For O=C(Nc1cccc2cccnc12)c1cccc2ccccc12 the results were PTHR1 ag -12%&-24%, Akt phos inh inactive, D3 antag 10, Mm-Cpn inhibitor -5%, EPAC2 agonist 11%, EPAC2 antag 8%, DRD3 agonist 3&9 and CCT modulator -16.
O=c1cc(N2CCN(c3ccccc3)CC2)[nH]c(=O)n1Cc1ccc(F)cc1 was read as PTHR1 ag inactive, Akt phos inh inactive, D3 antag -4, Mm-Cpn inhibitor 2%, EPAC2 agonist -8%, EPAC2 antag 1%, DRD3 agonist -8 and CCT modulator -0.5.
Screening O=C(Nc1cccc(F)c1)C1CCCN(S(=O)(=O)c2ccc(-n3cnnn3)cc2)C1 (stereo not drawn) returned PTHR1 ag inactive, Akt phos inh inactive, D3 antag 12, Mm-Cpn inhibitor -2%, EPAC2 agonist 6%, EPAC2 antag 4%, DRD3 agonist 3 and CCT modulator -1.6.
Screening COc1cc(/C=N/NC(=O)c2c(-c3ccccc3)noc2C)cc(OC)c1OC returned PTHR1 ag -25%, Akt phos inh inactive, D3 antag 9, Mm-Cpn inhibitor 1%, EPAC2 agonist 4%, EPAC2 antag 6%, DRD3 agonist 29 and CCT modulator 1.4.
For O=C(Nc1nnc(SCc2ccccc2Cl)s1)c1cccc([N+](=O)[O-])c1 the results were PTHR1 ag -44%[inhibitor], Akt phos inh inactive, D3 antag -13, Mm-Cpn inhibitor -2%, EPAC2 agonist 12%, EPAC2 antag -9%, DRD3 agonist -2 and CCT modulator -1.7.
Screening CCC(=O)Nc1cccc(NC(=O)CSc2nnc(-c3ccc(NS(C)(=O)=O)cc3)n2C)c1 returned PTHR1 ag inconclusive, Akt phos inh inactive, D3 antag -24, Mm-Cpn inhibitor -2%, EPAC2 agonist 5%, EPAC2 antag 20%, DRD3 agonist 4 and CCT modulator 2.8.
For COc1ccc(CSC2=C(C#N)C(=O)NC3(CCCCC3)S2)cc1 the results were PTHR1 ag 0%, Akt phos inh inactive, D3 antag 4, EPAC2 agonist -7%, EPAC2 antag inconclusive, DRD3 agonist 8 and CCT modulator 1.1.
C/C=C(\C)C(=O)OC1[C@H](OC(C)=O)C2(CO)C(CC1(C)C)C1=CCC3C4(C)CCC(O[C@@H]5O[C@H](C(=O)O)[C@@H](O[C@@H]6O[C@H](CO)[C@@H](O)[C@H](O)[C@H]6O)[C@H](O)[C@H]5O[C@H]5O[C@H](CO)[C@@H](O)[C@H](O)[C@H]5O)[C@](C)(CO)C4CCC3(C)[C@]1(C)C[C@H]2O (stereo partly drawn) was read as PTHR1 ag -37%[inhibitor], Akt phos inh inactive, D3 antag -121*, EPAC2 agonist -2%, EPAC2 antag 7%, DRD3 agonist -44 and CCT modulator -2.3.
Screening COc1ccc(CCNC(=O)c2c(O)c3c([nH]c2=O)CCCC3)cc1 returned PTHR1 ag inactive, Akt phos inh inactive, D3 antag -126*, Mm-Cpn inhibitor -1%, EPAC2 agonist 10%, EPAC2 antag 4%, DRD3 agonist 2 and CCT modulator 1.2.
Screening CC1(C)C2CCC1(CS(=O)(=O)N1CCOCC1)C(=O)C2 (stereo not drawn) returned PTHR1 ag inactive, Akt phos inh inactive, D3 antag 15, Mm-Cpn inhibitor 0%, EPAC2 agonist -2%, EPAC2 antag 10%, DRD3 agonist 36* and CCT modulator 0.9.
COc1ccc(-c2cc3nc(NCc4ccc(NC(C)=O)cc4)n(C)c(=O)c3s2)cc1OC was read as PTHR1 ag -43%[inhibitor], Akt phos inh inactive, D3 antag 27, EPAC2 agonist 0%, EPAC2 antag 12%, DRD3 agonist 3 and CCT modulator 0.4.
For Cc1cc2occ(CC(=O)NC3CCCc4ccccc43)c2cc1C (stereo not drawn) the results were PTHR1 ag -1%, Akt phos inh inactive, D3 antag -2, Mm-Cpn inhibitor 0%, EPAC2 agonist -2%, EPAC2 antag -5%, DRD3 agonist 1 and CCT modulator -2.7.
For COC(=O)c1ccccc1-c1ccc(C=O)o1 the results were PTHR1 ag inactive, Akt phos inh inactive, D3 antag -9, Mm-Cpn inhibitor -5%, EPAC2 agonist 2%, EPAC2 antag -2%, DRD3 agonist 7 and CCT modulator 1.6.
`CN(CC(=O)Nc1ccccc1Br)C(=O)CCc1nc2ccccc2c(=O)[nH]1` gave PTHR1 ag inactive, Akt phos inh inactive, D3 antag 4, Mm-Cpn inhibitor 1%, EPAC2 agonist 7%, EPAC2 antag -12%, DRD3 agonist -1 and CCT modulator -0.5.
CC1CCCCC1NC(=O)/C(C#N)=C/c1ccc2c(c1)OCCO2 (stereo not drawn) was read as PTHR1 ag -26%, Akt phos inh inactive, D3 antag -11, Mm-Cpn inhibitor -2%, EPAC2 agonist -4%, EPAC2 antag -17%, DRD3 agonist -1 and CCT modulator 1.2.
CN1C(=O)c2ccc(NC(=O)c3c(C(=O)O)cccc3[N+](=O)[O-])cc2C1=O was read as PTHR1 ag -27%, Akt phos inh inactive, D3 antag -13, Mm-Cpn inhibitor 0%, EPAC2 agonist 10%, EPAC2 antag -2%, DRD3 agonist -8 and CCT modulator -2.2.
CCOC(=O)C1(Cc2cccc(OC)c2)CCN(Cc2cccc3c2OCO3)CC1 was read as PTHR1 ag -15%, Akt phos inh inactive, D3 antag -10, Mm-Cpn inhibitor -2%, EPAC2 agonist 13%, EPAC2 antag -9%, DRD3 agonist -24 and CCT modulator -0.9.
Screening Cc1c(NC(=S)NC(=O)C(C)(C)C)cccc1[N+](=O)[O-] returned PTHR1 ag -3%, Akt phos inh inactive, D3 antag 12, Mm-Cpn inhibitor 3%, EPAC2 agonist 1%, EPAC2 antag -2%, DRD3 agonist -8 and CCT modulator -0.5.
For O=C(COC(=O)CC1CCCCC1)Nc1c(Cl)cccc1Cl the results were PTHR1 ag -16%, Akt phos inh inactive, D3 antag -3, Mm-Cpn inhibitor 0%, EPAC2 agonist 1%, EPAC2 antag 0%, DRD3 agonist -12 and CCT modulator 1.5.
`Cc1nc2ccsc2c(=O)n1-c1cccc(Cl)c1` gave PTHR1 ag inactive, Akt phos inh inactive, D3 antag -14, EPAC2 agonist 6%, EPAC2 antag 6%, DRD3 agonist 1 and CCT modulator 0.7.
For COc1ccc(CNC(=O)CC23CC4CC(CC(C4)C2)C3)cc1 the results were PTHR1 ag -16%, Akt phos inh inactive, D3 antag 1, Mm-Cpn inhibitor -3%, EPAC2 agonist 11%, EPAC2 antag -6%, DRD3 agonist 2 and CCT modulator 0.0.
For Cc1cc(NC(=O)C2C3C(=O)N(Cc4ccc(Cl)cc4)C(C(=O)NC(C)(C)C)C34C=CC2(C)O4)no1 (stereo not drawn) the results were PTHR1 ag -24%, Akt phos inh inactive, D3 antag -4, Mm-Cpn inhibitor inconclusive, EPAC2 agonist 0%, EPAC2 antag 9%, DRD3 agonist -17 and CCT modulator 0.8.
For Cc1cc2nc(-c3cccc(NC(=O)c4ccc(Br)o4)c3C)oc2cc1C the results were PTHR1 ag -65%[inhibitor], Akt phos inh inactive, D3 antag 8, Mm-Cpn inhibitor 0%, EPAC2 agonist -1%, EPAC2 antag 8%, DRD3 agonist 8 and CCT modulator 0.3.
`Cc1cccc(S(=O)(=O)c2c(N)n(Cc3ccco3)c3nc4ccccc4nc23)c1` gave PTHR1 ag -18%, Akt phos inh inactive, D3 antag -7, Mm-Cpn inhibitor -1%, EPAC2 agonist 28%, EPAC2 antag -3%, DRD3 agonist -1 and CCT modulator -3.5.
For CC(C)N1CCN(Cc2ccncc2)CC1CCO (stereo not drawn) the results were PTHR1 ag -7%, Akt phos inh inactive, D3 antag 1, Mm-Cpn inhibitor 0%, EPAC2 agonist 6%, EPAC2 antag -19%, DRD3 agonist -2 and CCT modulator 0.9.
CC1(NC(=S)Nc2ccc3ccccc3c2)CCS(=O)(=O)C1 (stereo not drawn) was read as PTHR1 ag inactive, Akt phos inh inactive, D3 antag 35, Mm-Cpn inhibitor 2%, EPAC2 agonist 2%, EPAC2 antag -1%, DRD3 agonist 8 and CCT modulator -1.5.
Screening CC(c1nc2ccccc2[nH]1)N(C(=O)C1=NNC(=O)CC1)c1ccccc1 (stereo not drawn) returned PTHR1 ag 4%, Akt phos inh inactive, D3 antag 12, EPAC2 agonist 3%, EPAC2 antag 21%, DRD3 agonist 2 and CCT modulator -3.0.
`O=C(CSc1n[nH]c(=O)n1Cc1ccco1)N1CCOCC1` gave PTHR1 ag -22%, Akt phos inh inactive, D3 antag -15, Mm-Cpn inhibitor 6%, EPAC2 agonist 14%, EPAC2 antag 5%, DRD3 agonist -7 and CCT modulator -3.0.
CCC(CC)C(=O)N(C)c1c(C)nc2c(OCC=C(C)C)cccn12 was read as PTHR1 ag -17%, Akt phos inh inactive, D3 antag 33, EPAC2 agonist 1%, EPAC2 antag 2%, DRD3 agonist 13 and CCT modulator -3.1.
`CCOC(=O)C1(CC2CCCCO2)CCN(Cc2cccnc2)CC1` (stereo not drawn) gave PTHR1 ag -11%, Akt phos inh inactive, D3 antag inconclusive, Mm-Cpn inhibitor 0%, EPAC2 agonist 12%, EPAC2 antag -8%, DRD3 agonist -25 and CCT modulator -4.2.
CCOC(=O)c1sc2nccc(N(C)C)c2c1N=CN(C)C was read as PTHR1 ag inactive, Akt phos inh inactive, D3 antag 14, Mm-Cpn inhibitor -1%, EPAC2 agonist 7%, EPAC2 antag 1%, DRD3 agonist 1 and CCT modulator -0.6.
`Cc1nn2c(-c3ccc(Cl)cc3)ccnc2c1-c1ccccc1` gave PTHR1 ag inactive, Akt phos inh inactive, D3 antag -4, Mm-Cpn inhibitor 3%, EPAC2 agonist -5%, EPAC2 antag 21%, DRD3 agonist -2 and CCT modulator -1.6.
For Cc1cc(=O)oc2cc(NC(=O)COc3ccccc3[N+](=O)[O-])ccc12 the results were PTHR1 ag -25%, Akt phos inh inactive, D3 antag -16, Mm-Cpn inhibitor 0%, EPAC2 agonist 10%, EPAC2 antag 5%, DRD3 agonist -2 and CCT modulator -2.3.
For CCCCNC(=O)C[C@@H]1C[C@@]2(C(=O)OCC)CCC=C2N(CCC2=CCCCC2)C1=O the results were PTHR1 ag inactive, Akt phos inh inactive, D3 antag -30, EPAC2 agonist 2%, EPAC2 antag 1%, DRD3 agonist -7 and CCT modulator 0.1.

High-throughput results as filed in PubChem.
